KCNK9 inh = blocks the human KCNK9 two-pore domain potassium channel. HEK293 KCNK9, FluxOR thallium flux fluorescence; stronger effect = lower value. B-score at 10 µM. 1.2% of 310,000 active. AID 488922;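 active = ratio B-score over 3 SD below the library mean, with starting fluorescence within 5 SD of its mean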;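 note: negative B-score means less thallium flux so channel inhibition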
hERG rescue = hERG (human) protection from proarrhythmic block; 0.51% of 310,000 active; activation (rescue from dofetilide block), less the hit threshold, % at 10 µM; CHO-hERG, FluxOR thallium flux, dofetilide IC70 present; Q12809;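 active = activation above the mean of controls blocked by dofetilide plus 5 SD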;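 note: thallium influx through hERG after potassium depolarization seen as dye fluorescence rise; in these data hits start at about 4.7%; inactives centre near -7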
KCNQ1 act = human KCNQ1 channel potentiation or activation. P51787. CHO-K1 KCNQ1, thallium flux FluxOR fluorescence; stronger effect = higher value. B-score at 10 µM. 0.35% of 310,000 active. AID 2648;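 active = fluorescence ratio B-score, a plate-corrected score, at least three library SD, with initial intensity B-score within 5 SD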
Target sequence (P51787 whole entry, looked up): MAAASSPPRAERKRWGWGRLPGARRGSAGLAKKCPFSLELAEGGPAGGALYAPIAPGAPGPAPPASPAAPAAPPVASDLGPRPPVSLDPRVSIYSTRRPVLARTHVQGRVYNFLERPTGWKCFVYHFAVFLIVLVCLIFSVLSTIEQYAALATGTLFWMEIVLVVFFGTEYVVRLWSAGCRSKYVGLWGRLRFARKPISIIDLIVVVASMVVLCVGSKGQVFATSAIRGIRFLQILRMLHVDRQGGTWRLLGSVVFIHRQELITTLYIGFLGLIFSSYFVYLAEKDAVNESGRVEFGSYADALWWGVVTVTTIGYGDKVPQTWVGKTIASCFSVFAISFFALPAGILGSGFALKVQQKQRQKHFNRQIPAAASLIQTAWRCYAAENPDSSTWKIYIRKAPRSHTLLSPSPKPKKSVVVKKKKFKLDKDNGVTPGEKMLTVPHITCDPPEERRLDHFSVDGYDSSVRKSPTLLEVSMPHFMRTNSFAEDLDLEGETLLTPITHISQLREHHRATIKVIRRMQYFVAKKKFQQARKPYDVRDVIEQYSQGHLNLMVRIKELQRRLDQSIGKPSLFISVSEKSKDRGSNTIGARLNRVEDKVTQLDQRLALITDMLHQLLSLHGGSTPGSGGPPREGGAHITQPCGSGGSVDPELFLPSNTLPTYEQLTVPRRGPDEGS
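System: CHO-K1 cells stably expressing KCNQ1 / Medium: assay buffer for compound exposure, DMSO matched across wells / Reagent: thallium- and potassium-containing depolarizing buffer / Compound: one concentration, matched DMSO / Incubation: 20 min compound pretreatment at room temperature / Measured by: kinetic FluxOR fluorescence, 10 s baseline plus 110 s post-stimulus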
RGS4 pot = potentiators or activators of RGS4; B-score at 10 µM; 0.92% of 310,000 active; AID 463111; HEK293 M3R/inducible RGS4, carbachol calcium flux Fluo4; stronger effect = lower value;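 active = B-score of the integrated calcium signal more than 4 SD below the library mean, with starting fluorescence not abnormally high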;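 note: negative B-score means reduced calcium response which marks RGS4 activation or potentiation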
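Material: M3R-expressing HEK293 line, RGS4 induced by doxycycline | Schedule: Overnight RGS4 induction, 30 min dye load 37 °C, 20 min compound RT | Measured by: Fluo4 fluorescence kinetic imaging of calcium | Read-out: Integrated calcium ratio converted to B score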
RGS4 block = inhibitors of human RGS4; P49798; HEK293 M3R/RGS4 inducible, Fluo-4 calcium flux; stronger effect = higher value; triggered by carbachol at its EC20; B-score at 10 µM; 0.45% of 310,000 active; AID 463165;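 active = B-score, a plate-corrected calcium signal, over three deviations above library mean, with baseline fluorescence within five deviations of library mean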;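 note: RGS4 expression induced by doxycycline in cells with stable M3 receptor; B-score is computed from the integrated fluorescence ratio over baseline after carbachol; higher B-score means a larger calcium signal and so more RGS4 inhibition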
Target sequence (P49798 whole entry, looked up): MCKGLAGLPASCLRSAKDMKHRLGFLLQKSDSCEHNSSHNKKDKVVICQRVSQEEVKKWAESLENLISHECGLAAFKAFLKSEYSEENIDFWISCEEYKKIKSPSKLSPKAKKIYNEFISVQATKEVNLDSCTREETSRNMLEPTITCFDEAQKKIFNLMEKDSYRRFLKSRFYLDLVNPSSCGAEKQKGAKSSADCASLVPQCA
GSK3B inh = human GSK3beta kinase inhibition. P49841. GST-GSK3beta kinase, ADP-Glo luminescence, 60 min; stronger effect = lower value. activity score (negative = inhibition), % at 10 µM. 0.038% of 300,000 active. AID 2097;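 active = more than half of replicate wells score below -50%, meaning over 50% inhibition versus plate controls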;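 note: 0% = median DMSO wells and -100% = median GW8510 positive control wells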
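test system = GST-tagged human GSK3beta kinase, cell-free | reagent = 25 µM ATP with peptide substrate | dosing = one dose of 10 µM per compound | schedule = 60 min reaction, RT | detection = luminescent ADP-Glo measurement of ADP formed | control set = DMSO neutral wells and GW8510 at 20 µM as positive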
KCNK3 inh = human KCNK3 channel inhibition, primary screen | O14649 | AID 602410 | B-score at 10 µM | 0.84% of 340,000 active | CHO-KCNK3 thallium flux, FluxOR fluorescence; stronger effect = lower value;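 active = B-score under library mean minus 4 SD, starting fluorescence ratio at most library mean plus 5 SD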;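 note: more negative B-score means stronger inhibition of thallium flux through KCNK3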
GSK3 alpha inh = inhibitors of human GSK-3 alpha kinase. P49840. ADP-Glo luminescence, 60 min. inhibition, % at 10 µM. 0.1% of 320,000 active. AID 2650;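 in the data active = inhibition above about 50%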;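 note: GST-tagged GSK-3 alpha with peptide substrate and 25 µM ATP; 0% = DMSO neutral wells and 100% = GW8510 positive control wells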
KCNQ1 block = inhibitors of human KCNQ1 potassium channel | P51787 | CHO-K1 KCNQ1, FluxOR thallium flux fluorescence; stronger effect = higher value | B-score at 10 µM | 1.3% of 310,000 active | AID 2642;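 active = compounds whose thallium flux B-score, printed positive for inhibition, exceeds three library SD while starting fluorescence stays within three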;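 note: channel opened by potassium depolarization with thallium stimulus after 20 min compound exposure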
PolyA inhibitor = yeast polyadenylation inhibition; 0.02% of 300,000 active; S. cerevisiae SKY197-pL101 polyadenylation reporter, beta-gal luminescence; efflux-impaired pdr1/pdr3 knockout yeast; score 100 = 6 SD above DMSO; calls only at 12 µM;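 active = lowest replicate activity score at least 50, where 100 means six control SD above control mean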;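 note: yeast exposed to compound for 9 h at 30 °C; higher score means more reporter readthrough which indicates perturbed polyadenylation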
DYRK1A inh = inhibitors of rat Dyrk1A kinase; Q63470; ADP-Glo luminescence, NFATc1 peptide; inhibition, % at 12.5 µM; 0.43% of 310,000 active; AID 504441; in the data active = inhibition above about 50%;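 note: plate controls were vehicle with enzyme for no effect and no enzyme for full effect; many of its hits are not listed in these tables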
* hit, by the source's call; i = inactive; . = not tested or not shown. This is a subset, so the mix of outcomes need not match the whole.

The opening 2 compounds, to show the layout:
SMILES	KCNK9 inh	hERG rescue	KCNQ1 act	RGS4 pot	RGS4 block	GSK3B inh	KCNK3 inh	GSK3 alpha inh	KCNQ1 block	PolyA inhibitor	DYRK1A inh
COc1ccc(-c2coc3cc(O)ccc3c2=O)cc1O	i	-6	i	i	i	-12	i	10	i	i	57*
Cc1nnc(SCC2=C(C(=O)O)N3C(=O)C(NC(=O)c4cc(F)c(F)cc4Cl)C3SC2)s1 (stereo not given)	i	2	i	i	i	-2	i	-2	i	i	2

Main list, from the start:
SMILES	KCNK9 inh	hERG rescue	KCNQ1 act	RGS4 pot	RGS4 block	GSK3B inh	KCNK3 inh	GSK3 alpha inh	KCNQ1 block	PolyA inhibitor	DYRK1A inh
COc1ccc(-c2coc3cc(O)ccc3c2=O)cc1O	i	-6	i	i	i	-12	i	10	i	i	57*
Cc1nnc(SCC2=C(C(=O)O)N3C(=O)C(NC(=O)c4cc(F)c(F)cc4Cl)C3SC2)s1 (stereo not given)	i	2	i	i	i	-2	i	-2	i	i	2
Cc1cc(C(=O)COC(=O)c2ccc(O)cc2)c(C)n1-c1ccccc1F	i	-1	i	i	i	-2	i	0	i	i	.
Cc1ccc2sc(N(CCCN(C)C)C(=O)CCS(=O)(=O)c3ccccc3)nc2c1C	i	-7	i	i	i	-2	i	-2	i	i	-5
CCCCn1c(=N)c(S(=O)(=O)c2ccc(Br)cc2)cc2c(=O)n3cccc(C)c3nc21	i	-13	i	i	i	3	i	-1	i	i	-3
CN(C(=O)Cc1csc(-c2ccccc2)n1)c1c(N)n(Cc2ccccc2)c(=O)[nH]c1=O	i	-16	i	i	i	0	i	-1	i	i	-1
COc1ccc(Cl)cc1C(=O)Nc1cc(=O)n(C)c(=O)n1C	i	-9	i	i	i	0	i	7	i	i	-7
O=C(c1ccccc1)N1CCC(O)(c2cccnc2)CC1	i	-5	i	i	i	.	i	-1	i	i	-3
Cc1cccc(-c2cc(C(=O)Nc3cccnc3)c3ccccc3n2)c1	i	-21	i	-9.5*	i	-4	-8.9*	4	9*	i	-3
O=C(Oc1cc(=O)oc2c1c(=O)n1c3c(cccc23)CC1)c1ccccc1	i	-2	i	i	i	-2	i	-5	i	i	.
N=c1sccn1CC(=O)NCc1ccc(Cl)cc1Cl	i	-5	i	i	i	-1	i	0	i	i	-4
NC(=O)CSc1nnc(NC(=O)c2ccc(Br)o2)s1	i	-9	i	i	i	-2	i	-3	i	i	5
CC(C)C(NC(=O)c1ccccc1)C(=O)N1CCCCCC1 (stereo not given)	i	-11	i	i	i	4	i	0	i	i	-6
CCOC(=O)c1sc2nc(C)nc(Nc3ccc(OC)cc3)c2c1C	i	-10	i	i	i	2	i	1	i	i	-7
O=C(O)c1cccc(-n2cc(-c3cccc(C(F)(F)F)c3)cn2)c1	i	-13	i	i	i	4	i	-2	i	i	16
Cc1cccc(NC(=O)c2ccc3c(c2)OCCO3)c1	i	-8	i	i	i	-1	i	.	i	i	6
Cc1nc2scc(-c3ccc(C(C)C)cc3)c2c(=O)n1N	i	-8	i	i	i	1	i	-2	i	i	0
CCCCNC(=O)C1CCN(C/C(C)=C/c2ccccc2)CC1	i	-5	i	i	i	4	i	-2	i	.	4
COc1ccc(-c2nnn(CC(=O)N(CC(=O)NC3CCCC3)Cc3cccs3)n2)cc1OC	i	-9	i	i	i	3	i	-3	i	i	15
O=C(NC(=S)Nc1ccccc1N1CCCCC1)c1cccs1	i	7.5*	12*	i	i	1	i	3	i	i	-1
COc1ccc(C(C)=O)cc1Cn1nnc(-c2ccccc2Br)n1	i	-4	i	i	i	-1	i	-2	i	i	2
Cc1cc(C)c(NC(=O)Cn2c(=O)n(Cc3ccco3)c(=O)c3ccccc32)c(C)c1	i	-5	i	i	i	4	i	1	i	i	5
Cc1c(C)c2c(OCC(=O)N3CCC(C(N)=O)CC3)cc3c(c2oc1=O)CCC(C)(C)O3	i	-15	i	i	i	2	i	1	i	i	-6
C/C(=N\NC(=O)c1ccccc1O)c1cccs1	i	-11	i	i	i	-3	i	3	i	i	5
CCN1CCN(c2ccc(S(=O)(=O)N3CCCCC3)cc2NC(=O)COc2ccccc2)CC1	i	-17	i	i	i	-2	i	-2	i	i	-1
O=C(Nc1cccc(Br)c1)c1ccc2snnc2c1	i	-6	i	i	i	0	i	-2	i	i	-4
CCOC(=O)c1c(C)[nH]c(C)c1C(=O)COC(=O)CNC(=O)C1CCCCC1	i	-16	i	i	i	1	i	-3	i	i	-3
COc1ccccc1Nc1nccc(N(C)C)c1C#N	i	-3	i	i	i	2	i	-1	i	i	-3
COc1ccc2c(c1)CCc1c(C(=O)Nc3cc(C)n(Cc4ccc(Cl)cc4)n3)noc1-2	i	-7	i	i	i	-4	i	2	i	i	4
CC(=O)c1ccc(NC(=O)c2cc(Cl)nc3ccccc23)cc1	i	-7	i	i	i	2	i	.	i	i	3
Fc1cc(F)cc(NC(=S)N2CCC(c3ccccc3)C2)c1 (stereo not given)	i	-11	i	i	i	0	i	0	i	i	-4
Oc1[nH]c2ccccc2c1C1=NCCCC1	i	-7	i	i	i	-4	i	1	i	i	11
CCOc1ccc(CCNC(=O)c2ccc(N3CCCC3=O)cc2)cc1OCC	i	-6	i	i	i	0	i	.	i	i	-5
Cc1c(NC(=O)COC(=O)c2cc(-c3ccc(-c4ccccc4)cc3)nc3ccccc23)c(=O)n(-c2ccccc2)n1C	i	-6	i	i	i	2	i	-1	i	i	-5
CCOC(=O)N1CCC(NCCNC(=O)c2ccco2)CC1	i	-7	i	i	i	5	i	0	i	i	10
COc1cc(C(=O)N2c3ccccc3CC2C)cc(OC)c1OC (stereo not given)	i	-4	i	i	i	1	i	-2	i	i	-1
O=C(Cn1ccc([N+](=O)[O-])n1)Nc1nc2ccccc2s1	i	-3	i	i	i	-1	i	1	i	i	0
COc1ccc(C(O)Cn2cc([N+](=O)[O-])nc2C)cc1 (stereo not given)	i	-7	i	i	i	-1	i	4	i	i	10
COc1ccccc1NC(=S)NC1CCCCC1	i	-7	i	i	i	1	i	0	i	i	1
O=C(COc1ccccc1Br)c1ccc2c(c1)OCO2	i	-4	i	i	i	-1	i	-2	i	i	2
CN(C(=O)CSc1cn(CC(=O)N2CCOCC2)c2ccccc12)c1ccccc1	i	-4	i	i	i	1	i	-1	i	i	-6
CCN(CC)CCCNc1ncnc2ccccc12	i	0	i	i	i	0	i	1	i	i	2
COc1ccc(C(=O)Cc2ccc(OC)c(OC)c2)c(OC)c1	i	-5	i	i	i	0	i	-1	i	i	.
COC(=O)c1cc(Cl)cc2c(C)c(C3(O)CCCCC3)[nH]c12	i	-9	i	i	i	-8	i	-3	i	i	9
COC(=O)c1ccc(COC(=O)C23CC4CC(CC(O)(C4)C2)C3)o1	i	-9	i	i	i	4	i	2	i	i	-1
COC(=O)c1cnn2c(C(F)(F)F)cc(-c3ccccc3)nc12	i	5.2*	i	i	i	2	i	-2	i	i	6
COc1ccc(N2CCN(S(=O)(=O)c3ccc(-c4cc(C)no4)s3)CC2)cc1	i	-7	i	i	i	2	i	2	i	i	5
O=c1[nH]cnc2c1ncn2[C@@H]1O[C@H](CO)[C@@H](O)[C@H]1O	i	-8	i	i	i	1	i	.	i	i	-1
O=C(O)C1CCN(c2ccc(S(=O)(=O)N3CCOCC3)cc2[N+](=O)[O-])CC1	i	-6	i	i	i	5	i	0	i	i	.
Cc1nonc1OCC(C)(COc1nonc1C)NC(=O)c1ccc(Cl)cc1	-9.1*	-10	i	i	i	2	i	-2	i	i	4
(list continues)
SMILES	KCNK9 inh	hERG rescue	KCNQ1 act	RGS4 pot	RGS4 block	GSK3B inh	KCNK3 inh	GSK3 alpha inh	KCNQ1 block	PolyA inhibitor	DYRK1A inh
O=C(O)c1ccccc1C(=O)N1N=C(c2ccccc2)CC1c1ccccc1O (stereo not given)	-8.3*	-10	i	i	i	6	i	0	i	i	.
CC1CCN(C(=O)CN(c2ccc3c(c2)OCCO3)S(=O)(=O)c2ccccc2)CC1	i	-9	i	i	i	.	i	1	i	i	0
CCOC(=O)c1c(C)[nH]c(C(=O)N/N=C\c2ccccc2Cl)c1C	i	-6	i	i	i	1	i	-2	i	i	-3
COc1cc(C(=O)NCC(=O)OC(C)C(=O)Nc2ncc(Cl)cc2Cl)cc(OC)c1OC (stereo not given)	i	-13	i	i	i	0	i	-3	i	i	-2
COc1ccc(C)cc1NC(=O)CSc1nnc(COc2ccc(Cl)cc2)n1Cc1ccco1	i	-10	i	i	i	2	i	-4	i	i	4
O=S(=O)(Nc1cc(Cl)ccc1N1CCCCC1)c1cccs1	-15*	-11	i	i	i	3	i	2	i	i	-5
COc1ccc(OCC(=O)N/N=C/C(C)=C/c2ccco2)c(Br)c1	i	-8	i	i	i	-1	i	-1	i	i	6
CSc1ncccc1C(=O)NCCc1ccccc1F	i	-1	i	i	i	0	i	-3	i	i	-6
COC(=O)c1cc(CNC(=O)CCCSc2ccccc2)ccc1OC	i	-10	i	i	i	2	i	.	i	i	-3
COc1ccc(-c2nc3cc(NC(=O)Cc4ccc(OC)c(OC)c4)ccc3o2)cc1	i	-10	i	i	i	-4	i	-3	i	i	-8
O=C(CCN1C(=O)[C@@H]2Cc3ccccc3CN2C1=O)NCc1ccccc1	i	-5	i	i	i	0	i	.	i	i	-4
COC(=O)c1cc(=O)n2c(sc3ccccc32)c1C#N	i	-8	i	i	i	3	i	4	i	i	-4
CCOc1ccc(NC(=S)Nc2ccc3nsnc3c2)cc1	i	-2	i	i	i	0	i	3	6*	i	9
Cc1ccc(S(=O)(=O)N2CCC(=O)N(CCOCc3ccccc3)CC2)cc1	i	-6	i	i	i	2	i	-2	i	i	1
O=C(NCc1cccs1)C1CC(c2ccc(Cl)c(Cl)c2)=NO1 (stereo not given)	i	-14	i	i	i	1	i	1	i	i	-5
CCOC(=O)CNC(=O)CNC(=O)Cn1ccc2ccccc2c1=O	i	-10	i	i	i	4	i	0	i	i	-1
CCCCCCc1cc2cc(C(=O)NC)c(=N)oc2cc1O	i	-24	i	i	i	-1	i	1	i	i	0
CO/N=C/C(C#N)=C/c1ccc(OC)c(OC)c1	i	-2	i	i	i	-6	i	1	i	i	2

Screening results (PubChem)
